High-throughput results (PubChem BioAssay)
mHtt clearance: mutant huntingtin protein clearance. inhibition, % at 1.5 µM. 47,000 tested, 0.42% active. HeLa Exon1htt(103Q)mCFP, aggregate imaging; zero = plate's median compound well. AID 853;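 active means inhibition of aggregate fluorescence above about 70%, also judged a hit by eye on the cell image, limit read from the data, passing the limit was not always enough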;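 further: cells exposed to compound for three days before fixation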
mHtt clearance grain fraction: also measured in mHtt clearance; calls as there; fraction fluorescence in grains; measured here: aggregate grain fluorescence fraction; hits give low values;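 scaled fraction of total cell fluorescence in grains with unit not stated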
* = called active by the depositor. This is a subset (hit frequency here may not be typical).

SMILES | mHtt clearance | mHtt clearance grain fraction
COc1ccc(-c2nc(CSCC(=O)NCC3CCCO3)c(C)o2)cc1OC (stereo not given) | -42 | 53
O=C1OC(NC(=O)c2ccccc2)C(n2cc(CO)nn2)=C1Cl (stereo not given) | -39 | 48
Cc1ccc(Cn2c(SCC(C)C)nc3c2c(=O)n(C)c(=O)n3C)cc1 | 31 | 12
Cc1ccc(Cl)cc1N1CCN(C(=O)CN(C2CCCCC2)S(C)(=O)=O)CC1 | -23 | 23
CCCn1c(SCC(=O)NCCc2ccccc2)nnc1-c1ccccn1 | 56 | 8.5
O=C(NCCO)C1CCN(S(=O)(=O)c2ccc(F)cc2)CC1 | 12 | 34
CCOCCCNS(=O)(=O)c1ccc2c(c1)oc(=O)n2CC(=O)OCC | -14 | 21
CC1CCC/C(=C\Nc2ccc(O)cc2)C1=O (stereo not given) | 25 | 29
CCOC(=O)C1=C(c2ccccc2)N(C)C(=O)NC1c1ccc(OC(F)F)c(OC)c1 (stereo not given) | 4 | 32
Cc1ccc(Cc2cnc(NC(=O)c3cccs3)s2)cc1 | 19 | 31
CC1(C)CC(=O)CC(C)(C)N1OC(=O)c1ccccn1 | -2 | 19
Cc1cc(C)c2cc(C)c3nnc(SCC(=O)NCc4ccc5c(c4)OCO5)n3c2c1 | 15 | 33
Cc1cc(C(=O)NNC(=S)NCc2ccco2)n(C)n1 | -17 | 21
COc1cc(C)nc(NC(=O)COc2ccc(Cl)cc2C)n1 | 24 | 16
Nc1c(-c2ccccc2Cl)cnn1-c1cccc([N+](=O)[O-])c1 | 20 | 17
CC(C)=CC(=O)OCC(=O)NC(=O)NC(C)(C)C | 3 | 19
COc1ccccc1C1SCCN1S(C)(=O)=O (stereo not given) | -12 | 41
CCCCNc1cc(C)nc(NCc2ccccc2)n1 | 46 | 18
C=CCc1ccccc1OCC(O)CN1CCN(c2ccc(OC)cc2)CC1 (stereo not given) | 10 | 38
COc1ccc(S(=O)(=O)Nc2ccccc2C(F)(F)F)cc1 | 53 | 8.4
Cc1sc2ncnc(SC(C)C#N)c2c1C (stereo not given) | 32 | 13
COc1ccc(NC(=O)c2cc3n(n2)C(C(F)(F)F)CC(c2ccco2)N3)cc1 (stereo not given) | 12 | 18
Cc1ccc(S(=O)(=O)Nc2ccc3c(c2)nc2n3CCN(Cc3ccccc3)C2)cc1 | 26 | 15
Cc1onc(-c2c(Cl)cccc2Cl)c1C(=O)NCCc1ccc(S(N)(=O)=O)cc1 | -19 | 33
COc1ccc2c(=O)c(-c3cnn(-c4ccccc4)c3)c(C)oc2c1 | -72 | 52
O=C(NNC1=C(C(=O)C(F)(F)F)CCC1)c1cccc(Cl)c1 | 24 | 14
CCCn1c2c(c(O)c(C(=O)Nc3nccs3)c1=O)CCCC2 | 44 | 18
CCN1CCN(C(=S)Nc2ccc(Cl)cc2)CC1 | 3 | 41
O=C(NCCCn1ccnc1)c1cnn2c1NC(c1ccccc1)CC2C(F)(F)F (stereo not given) | -8 | 21
Cc1[nH]c2ccccc2c1SCC(=O)O | 6 | 19
CCc1ccc(C(=O)CSc2n[nH]c(-c3ccncc3)n2)cc1 | 25 | 17
Cc1ccc(NC2=NC(=S)N(CC#N)C23CCCCC3)cc1 | -14 | 22
COc1ccc(N2C(=O)CC(N3CCN(c4ccc(C(=O)c5cccnc5)cc4)CC3)C2=O)cc1 (stereo not given) | 4 | 36
O=c1c2c(nc3c(-c4cccc(Br)c4)c[nH]n13)CCCC2 | -34 | 44
CCOC(=O)N1CCOCCOCCN(C(=O)OCC)CCOCC1 | -15 | 34
CCOc1ccc(NC(=O)CN(C)S(=O)(=O)c2cccs2)cc1 | -46 | 56
CCCCn1cnc2cc(NCc3cccc(OC)c3O)ccc21 | 17 | 17
N=C1C=CC=C2C1=NC1(CCCCC1)N2O | -206 | 131
NC1=NC(c2cccc(O)c2)n2c(nc3ccccc32)N1 (stereo not given) | -20 | 46
CCOC(=O)C1=C(N)N(c2ccccc2)C(=O)C1 | -50 | 31

Profiles, quoted from the list.
`CCOC(=O)C1=C(N)N(c2ccccc2)C(=O)C1` across the screens: mHtt clearance: -50; mHtt clearance grain fraction: 31
`CCc1ccc(C(=O)CSc2n[nH]c(-c3ccncc3)n2)cc1` across the screens: mHtt clearance: 25; mHtt clearance grain fraction: 17
`NC1=NC(c2cccc(O)c2)n2c(nc3ccccc32)N1` (stereo not given) across the screens: mHtt clearance: -20; mHtt clearance grain fraction: 46

Later entries
SMILES | mHtt clearance | mHtt clearance grain fraction
CCn1c(=O)cc(OCC(=O)N(C)c2ccccc2F)c2ccccc21 | 4 | 43
Cc1csc(NC(=O)CSCC(=O)Nc2ccccc2)n1 | 44 | 12
O=C(CSc1nnc(Cn2cnc3ccccc32)o1)c1ccccc1 | 11 | 16
O=c1c(-c2ccnn2-c2ccccc2F)cnc2n1CCS2 | 26 | 15
CC(=O)c1ccc(NC2OC(C)C(O)C(O)C2O)cc1 (stereo not given) | -87 | 36
CCn1c(Cc2cccc3ccccc23)nnc1SCC(=O)Nc1nccs1 | 51 | 8.8
COCc1nnc(NC(=O)CCCOc2ccccc2)s1 | -20 | 24
Cc1ccc(-c2c3c(nc4sc(C(N)=O)c(N)c24)CCC3)cc1 | -1 | 39
CCOC(=O)C1CCN(S(=O)(=O)c2ccc(OCC(=O)OC)cc2)CC1 | -5 | 20
CC(C)CC(c1nnnn1C(C)C)N1CCN(c2cccc(Cl)c2)CC1 (stereo not given) | -20 | 44
CC(C)[C@H](NC(=O)CCn1nnc2ccccc2c1=O)C(=O)O | 53 | 20
COc1ccc(-c2noc(CN(C(=O)C(C)(C)C)C(C)C)n2)cc1 | 11 | 15
CCOC(=O)C(NC(C)=O)(Nc1ccc(S(=O)(=O)Nc2onc(C)c2C)cc1)C(F)(F)F (stereo not given) | 41 | 12
CC1=CC(C)(C)N(C(=O)CSc2nnc(-c3ccccc3)o2)c2ccc(C)cc21 | -6 | 47
COc1cc2nc(C3CCC3)n(NC(=O)C3CCC3)c(=O)c2cc1OC | 9 | 34
Cc1nn(C)c(C)c1S(=O)(=O)N1CCC(C(=O)Nc2ccc3c(c2)OCCO3)CC1 | -373 | 194
CC(=O)Nc1cccc(NS(=O)(=O)Cc2ccc(Cl)cc2)c1 | 31 | 13
S=C(c1ccc(N2CCOCC2)cc1)N1CCOCC1 | 32 | 13
CC(=O)Nc1ccc(S(=O)(=O)Nc2nc(C)cc(-n3nc(C)cc3C)n2)cc1 | -17 | 20
CCOc1cc(S(=O)(=O)N2CCN(Cc3ccccc3)CC2)ccc1Br | -32 | 25
O=C(Nc1ccccc1)/C(=C/c1ccccc1)c1ccccc1 | -11 | 24
O=C(COc1ncnc2c(Cl)cc(Cl)cc12)NC1CCCCCC1 | -12 | 47
NC(=O)C1CCN(C(c2ccccc2Cl)c2nnnn2Cc2ccc3c(c2)OCO3)CC1 (stereo not given) | -26 | 24
O=C(CSc1nnc(-c2ccco2)n1-c1ccccc1)NCc1ccco1 | -21 | 49
CCOC(=O)c1c(C)c(C(=O)NCc2cccs2)c(C)n1C | -39 | 51
Cc1ccnc(SCCn2c(N3CCCCC3)nc3c2c(=O)n(C)c(=O)n3C)n1 | -7 | 19
Cc1cc(C(F)(F)F)nn1CC(=O)N1CCCC1 | -44 | 27
Cc1noc(NS(=O)(=O)c2ccc(NC(=O)CS(=O)(=O)c3ccccc3)cc2)c1C | -15 | 20
CCCCN(CC)CCNC(=O)CN(C)S(=O)(=O)c1ccc2c(c1)c(=O)n(C)c(=O)n2C | -7 | 39
CCOCCCNC(=O)N[C@@H](C)C(=O)OC | 56 | 8.5
COc1ccc(NS(=O)(=O)c2ccc3oc4ccccc4c3c2)cn1 | 8 | 34
O=C(Cc1c[nH]c2ccccc12)Nc1nccs1 | -47 | 31
Cc1cc(-c2cc(-c3ccc(Cl)cc3)nc(N)c2C#N)co1 | 18 | 30
CSc1nc(C)cc(SCC(=O)Nc2ccc(Cl)cc2Cl)n1 | -8 | 22
CCSc1nnc(NC(=O)CC)s1 | -11 | 54
O=C(O)CC(=O)Nc1ccccc1C(=O)O | -23 | 29
CC(C)CCNC(=O)C(C)N(Cc1ccc(F)cc1)C(=O)c1ccc(CN2CCCCC2)o1 (stereo not given) | 32 | 15
Cc1cc(C(F)F)n2ncc(C(=O)NCCc3ccc(Cl)cc3)c2n1 | 17 | 20
Cc1cc(-c2nnc3sc(C4CCCCC4)nn23)n[nH]1 | -2 | 37
CCOc1ccc(CCNC(=O)C2CCN(S(=O)(=O)CC)CC2)cc1OCC | 35 | 13
c1ccc(-n2cnnc2SCc2cn3cccnc3n2)cc1 | -25 | 53
O=C(c1ccco1)N1C(=O)c2cccc3cccc1c23 | -19 | 21
N#Cc1cc2c(nc1SCc1ccccc1)CCCC2=O | 70 | 5.6
NC(=O)COC(=O)c1ccc(S(=O)(=O)N2CCCCCC2)cc1 | 42 | 26
CCOC(=O)N=S(N)(=O)c1ccc(Cl)cc1 (stereo not given) | -82 | 37
COc1ccc(CNC(=O)Nc2cccc(C)c2)cc1 | -17 | 26
O=C(Nc1nnc(-c2ccco2)s1)C1CCCCC1 | 35 | 22
COCCn1c(=O)c2c3c(sc2n(CC(N)=O)c1=O)CCCC3 | -13 | 22
O=c1c2ccc(-c3nnc4n3-c3ccccc3SC4)cc2nc2n1CCCCC2 | 15 | 14
N[C@@]12CCc3nonc3[C@]1(O)CC(c1ccccc1)=[N+]2[O-] | -1 | 21
COc1ccc(CNC(=O)C(OC(=O)c2ccco2)c2ccc(OC)cc2)cc1 (stereo not given) | 43 | 10
Cc1c(Cl)c(C(=O)NC2C3CC4CC(C3)CC2C4)nn1C (stereo not given) | -11 | 20
COc1cc(-c2nn3c(C4CCCCC4)nnc3s2)cc(OC)c1OC | 17 | 29
CCCc1nc(S(=O)(=O)Cc2ccc(Cl)cc2Cl)n[nH]1 | 32 | 25
c1ccc(-c2csc(N3CCN(c4ccccn4)CC3)n2)cc1 | -16 | 19
Cc1ccc2[nH]c(=O)c(CN(Cc3nnnn3C3CCCC3)C3CCCCC3)cc2c1 | -28 | 45
CC1CCN(S(=O)(=O)c2ccc(NC(=O)CN3CCN(C)CC3)cc2)CC1 | 10 | 34
COC(=O)c1cc(COc2ccc3ccc(=O)oc3c2)c(C)o1 | 7 | 17
Cc1nnc2ccc(N3CCN(c4ccccn4)CC3)nn12 | 52 | 23
COc1ccc(C(=O)Nc2nc3ccccc3c(=O)[nH]2)cc1 | -31 | 24

Of the compounds above, these contain a thiophene ring, fused or not:
SMILES | mHtt clearance | mHtt clearance grain fraction
Cc1ccc(Cc2cnc(NC(=O)c3cccs3)s2)cc1 | 19 | 31
Cc1sc2ncnc(SC(C)C#N)c2c1C (stereo not given) | 32 | 13
CCOc1ccc(NC(=O)CN(C)S(=O)(=O)c2cccs2)cc1 | -46 | 56
Cc1ccc(-c2c3c(nc4sc(C(N)=O)c(N)c24)CCC3)cc1 | -1 | 39
CCOC(=O)c1c(C)c(C(=O)NCc2cccs2)c(C)n1C | -39 | 51
COCCn1c(=O)c2c3c(sc2n(CC(N)=O)c1=O)CCCC3 | -13 | 22

Remaining list, next part:
SMILES | mHtt clearance | mHtt clearance grain fraction
CCOC(=O)CCC(=O)OCC(=O)NC(C)C1CC2CCC1C2 (stereo not given) | -43 | 56
c1ccc2c(CNCCN3CCOCC3)cccc2c1 | -4 | 21
COc1ccc(-c2nnc(SCc3nnc(-c4ccccc4)o3)n2-c2ccccc2)cc1 | 36 | 23
CC(C)On1c(SC(C)C)nc2ccccc2c1=O | 32 | 26
CC1(C)CC(=O)C(C(c2cccnc2)C2C(=O)CC(C)(C)CC2=O)C(=O)C1 | 45 | 9.6
CC(C)Oc1ccc(C(=O)Nc2ccc(N3CCCC3)cc2)cc1 | -24 | 27
CC(Oc1ccc(NC(=O)c2ccco2)cc1)C(=O)N1c2ccccc2CC1C (stereo not given) | -17 | 43
O=C(COc1ccc(S(=O)(=O)NCCc2ccccc2)cc1)N1CCCC1 | -53 | 30
Cn1c(=O)cc(SCC(=O)NCc2cccnc2)c2ccccc21 | -30 | 57
CCN(CC)CCNC(=O)c1cn(CC)c2ccc(S(=O)(=O)N(C)C)cc2c1=O | 12 | 42
COc1cccc(CNC(=O)c2cc3ccccn3n2)c1 | 8 | 48
COc1ccc(C(=O)Nc2ccc(S(=O)(=O)N3CCCCC3)cc2)cc1OC | -63 | 31
COc1ccc(-c2cn3ccccc3n2)cc1OC | 5 | 42
C=CCNC(=O)CN1CCC(O)(c2ccc(F)cc2)CC1 | -9 | 37
COc1cc(SC)ccc1C(=O)NCCCOC(C)C | 59 | 7.3
N#CC(C(=O)CCN1C(=O)C2CC=CCC2C1=O)c1nc2ccccc2[nH]1 (stereo not given) | -24 | 24
COc1ccc(NC(=O)CSc2nncn2C)c([N+](=O)[O-])c1 | -61 | 50
COc1ccccc1NC(=O)c1cc(S(=O)(=O)N2CCC3(CC2)OCCO3)ccc1F | -12 | 45
CCOc1cc(C2C(C#N)=C(N)OC(C)=C2C(C)=O)c(Br)c(Br)c1OC(C)C (stereo not given) | -101 | 35
COC(=O)CS(=O)(=O)c1ccc2c(c1)CC(=O)N2 | 8 | 31
O=C(Nc1ccc2nn(-c3ccccc3)nc2c1)c1cccs1 | -94 | 40
Cc1cc(Oc2ccccc2)nc(NCc2ccccc2)n1 | -20 | 46
CC1CCc2c(sc(N)c2C(N)=O)C1 (stereo not given) | 46 | 8.9
CCOC(=O)/C=c1\s/c(=C\c2ccccc2OC)c(=O)n1CC(=O)N1CCOCC1 | 30 | 27
CCC(=O)Nc1cccc(NC(=O)c2ccc3c(c2)OCO3)c1 | -21 | 41
Cc1cccc(-n2c(CCN3C(=O)c4ccccc4C3=O)nc3ccccc3c2=O)n1 | 4 | 19
CCC(=O)Nc1nc(-c2ccc3c(c2)OCCO3)cs1 | -50 | 78
CCNC(=O)C/C(C)=N/NC(=O)C12CC3CC(CC(C3)C1)C2 | 17 | 37
CCCCOc1ccc(Cl)cc1CSc1nnc(CC)n1N | 68 | 12
Cc1cc(C)n(-c2ccc(C(=O)NC3=NCCS3)cc2)n1 | 3 | 30
